IMPase cell inh – cell-permeable inhibitors of inositol monophosphatase (IMPase); 120,000 tested, under 10 active; AID 901; P97697; CHO-M1 cells, IP1 accumulation, HTRF TR-FRET ratio; inhibition (IP1 accumulation), % at 46.1 µM; active means well fitted curve in the direction sought with a large enough effect in the signal ratio, not every such curve was filed as active; inconclusive means small, poorly fitted or top-dose-only effect, or a change in a side signal; inactive means no such curve, though single readings can be large or run the other way; the % refers to the signal ratio;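 further: cells stimulated with carbachol in lithium chloride buffer; plate controls were DMSO basal wells for no effect and reference inhibitor wells for full effect; higher means more IMPase inhibition seen as more IP1 and lower FRET ratio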
Target sequence (P97697 whole entry, looked up): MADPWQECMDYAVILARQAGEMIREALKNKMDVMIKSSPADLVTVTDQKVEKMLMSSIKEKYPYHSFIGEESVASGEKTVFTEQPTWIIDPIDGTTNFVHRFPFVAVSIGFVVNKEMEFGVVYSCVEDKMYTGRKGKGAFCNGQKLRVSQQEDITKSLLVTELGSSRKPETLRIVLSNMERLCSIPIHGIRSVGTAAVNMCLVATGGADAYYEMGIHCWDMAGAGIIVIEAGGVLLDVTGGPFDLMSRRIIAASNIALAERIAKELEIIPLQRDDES
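CHO-M1 cells (CHO stably expressing M1 receptor), compound up to 46 uM final, stimulated with carbachol (50 uM as added) in buffer with 50mM LiCl, pH 7.4, 30 min at 37C. Cytosolic IP1 read by TR-FRET; AC50 from Hill fits.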
PNC assembly inh – inhibitors of perinucleolar compartment assembly; 140,000 compounds, 3.1% hits; PC3M PTB-GFP, PNC prevalence imaging, 16 h; stronger effect = lower value; activity change (PNC), negative = inhibition, % at 10 µM;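 active means readout at or below -70, meaning at least 70% loss of cells showing the perinucleolar compartment, a nuclear body marking cancer cells; inconclusive means readout between -30 and a set limit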;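 further: plate controls were DMSO wells for no effect and camptothecin positive control wells for full effect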
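Compounds are pinned in duplicate onto adhered PC3M cells stably expressing GFP-tagged PTB and incubated 16 h at 37 C. Cells are then fixed, nuclei stained with Hoechst, and PNC-positive cells counted.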
ALOX15B inhib – blocks human 15-lipoxygenase 2 activity; O15296; purified 15hLO-2, xylenol orange hydroperoxide absorbance; Potency, µM (doses to about 57.1 µM), for the others: at the top dose activity change, negative = inhibition, actives largely listed as inhibitors; 110,000 compounds, 0.56% hits; AID 881; further: potency means the concentration at half of the fitted maximal effect; nearly all actives have a fitted effect of over 60% in size; many of its hits are not listed in these tables
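Enzyme 50 nM, AA 45 uM, 25 mM Hepes pH 7.5 + 0.01% Triton X-100; cpd preinc 15 min RT, rxn 90 min RT; stop/detect with 200 uM XO + 300 uM Fe(II) in 50 mM H2SO4, 30 min; A573/A405.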
ALOX12 inhib – 12-hLO (ALOX12) enzyme inhibition; Potency, µM (doses to about 57.1 µM), without a hit: top-dose activity change, negative = inhibition, hits mostly inhibitors; purified 12-hLO, xylenol orange hydroperoxide absorbance; P18054; 150,000 compounds, 0.12% hits; further: potency means the concentration at half of the fitted maximal effect; nearly all actives have a fitted effect of over 55% in size; many of its hits are not listed in these tables
Target sequence (P18054 whole entry, looked up): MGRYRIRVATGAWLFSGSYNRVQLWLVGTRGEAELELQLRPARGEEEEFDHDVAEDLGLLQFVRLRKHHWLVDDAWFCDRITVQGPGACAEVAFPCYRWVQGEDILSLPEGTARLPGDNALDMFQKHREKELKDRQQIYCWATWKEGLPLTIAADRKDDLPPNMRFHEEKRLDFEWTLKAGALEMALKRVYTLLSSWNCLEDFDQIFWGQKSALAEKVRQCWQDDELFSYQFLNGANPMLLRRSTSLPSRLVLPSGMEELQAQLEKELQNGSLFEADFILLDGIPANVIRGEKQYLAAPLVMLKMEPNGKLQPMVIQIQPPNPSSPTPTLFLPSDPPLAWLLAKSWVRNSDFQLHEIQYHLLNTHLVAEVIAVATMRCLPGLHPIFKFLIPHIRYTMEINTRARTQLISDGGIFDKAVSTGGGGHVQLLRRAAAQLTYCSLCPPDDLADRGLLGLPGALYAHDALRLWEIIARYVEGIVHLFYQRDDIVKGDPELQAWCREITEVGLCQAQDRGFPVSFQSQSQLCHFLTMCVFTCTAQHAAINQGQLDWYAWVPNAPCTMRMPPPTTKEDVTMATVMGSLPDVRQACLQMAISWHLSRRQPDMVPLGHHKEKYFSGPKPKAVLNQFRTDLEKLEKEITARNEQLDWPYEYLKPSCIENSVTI
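Purified human 12hLO (150 nM), preincubated 15 min with compound, then 40 uM arachidonic acid for 30 min, room temperature, Hepes pH 7.0 with 0.01% Triton X-100. Hydroperoxide detected by ferrous iron/xylenol orange; 573/405 nm absorbance ratio gives reaction progress.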
An asterisk follows results filed as active; u = inconclusive; x = no result given; [ ] = another dose, or the depositor's remark. Unless noted, the call rests on the fitted dose curve; in most records, active means well fitted curve in the direction sought with a large enough effect; inconclusive means small, poorly fitted or top-dose-only effect, or another doubt; inactive means no such curve, though single readings can be large; an effect the other way counts as inactive or inconclusive. Unless noted, on the % scale 0 is the no-effect control and ±100 the full control effect.

IMPase cell inh	PNC assembly inh	ALOX15B inhib	ALOX12 inhib	canonical_smiles
0	85	-4%	-17%	Cc1nn(Cc2ccc(Cl)cc2Cl)c(C)c1NC(=O)c1ccc(COc2cc(Cl)ccc2Cl)o1
15	12	22%	u	COc1cccc(-c2cnc(NCc3cc(Cl)ccc3O)n2C)c1
7	10	5%	-6%	CCCn1c(N2CCN(Cc3cccc(C)c3)CC2)nc2c1c(=O)[nH]c(=O)n2C
20	37	4%	2%	CN1c2ccsc2C(O)=C(C(=O)Nc2ccccc2)S1(=O)=O
1	-23	-11%	-10%	COc1ccc(/C=N/NS(=O)(=O)c2ccccc2)cc1OS(=O)(=O)c1ccc(C)cc1
10	16	-5%	-25%	O=C(/C=C/c1ccc(Cl)cc1)N1CCN(c2ccc(Cl)cc2[N+](=O)[O-])CC1
-22	16	-5%	-17%	CCCc1cc(=O)oc2c(CN3CCN(C)CC3)c(O)c(Cl)cc12
21	6	6%	-20%	CCOC(=O)c1cc(-c2ccncc2)nc2c1c(C)nn2C
x	6	x	-6%	O=C(COC(=O)c1ccccc1Br)NCc1ccccc1
10	35	36%[activator]	-5%	Cn1c(-c2ccc(Br)cc2)cnc1NCc1cccnc1
-1	-22	4%	-5%	COc1ccccc1S(=O)(=O)Cc1ccc(C(=O)N2CCN(c3ccccc3)CC2)o1
4	-10	12%	-8%	Cc1cc(C)c(S(C)(=O)=O)c(Sc2ccc(Cl)cc2)n1
u	-1	-7%	-4%	COC(=O)Cc1c(C)c2c(O)cc(C)cc2oc1=O
-10	27	-4%	-1%	CCC1SC2=NC(C)=C(C(=O)OC)C(c3cccs3)N2C1=O (stereo not drawn)
8	8	x	2%	Cc1c(/C=C/C(=O)c2ccc(O)cc2)cnn1C
0	11	-10%	-3%	O=C(O)c1ccccc1CSc1nc2ccccc2o1
x	x	-1%[0.0915 µM]	-3%[0.00818 µM]	[O][C@H]1[C@@H](O)[C@@H](CO)O[C@@H](O[C@@H]2[C@@H]3OC[C@H]2O[C@H](O[C@@H]2[C@@H](O)[C@H](C[C@@H]4[C@@H]5OC[C@H]4O[CH][C@@H]5O)O[C@H](CO)[C@@H]2OS(=O)(=O)O)[C@@H]3OS(=O)(=O)O)[C@@H]1O
-5	7	-2%	-4%	COc1cccc(N(CC(=O)NCCSc2ccccn2)S(C)(=O)=O)c1
x	-17	x	5%	C[N+](C)(C)CCCCCC(=O)/C=N/O
-21	u	-4%	-6%	COc1ccc2nc(NC(=O)C(NS(=O)(=O)c3cccc4nsnc34)C(C)C)sc2c1 (stereo not drawn)
x	85	x	-3%	C/C(Cc1ccccc1)=N\NC(=O)c1ccc(F)cc1
-1	30	x	1%	CC(=O)c1ccc(N2Cc3ccccc3/C2=N\C(=O)Nc2ccccc2)cc1
1	u	-1%	5%	O=C(CSc1nnc(-c2ccc(S(=O)(=O)N3CCCC3)cc2)n1CC1CCCO1)NC1CC1 (stereo not drawn)
2	-26	2%	6%	CCn1cc(C(=O)N2CCCC2)c(=O)c2cc(S(=O)(=O)N(C)C)ccc21
0	60	x	-3%	Cc1ccc(N2CN(Cc3cccnc3)CNC2=S)c(C)c1
-4	u	2%	0%	CCOC(=O)c1[nH]c(C)c(CCC(=O)OC)c1C
9	6	8%	-2%	CCn1c(=O)c(C(=O)CN2CCOCC2)c(N)n(Cc2ccccc2)c1=O
x	u	x	0%	O=C(CN(c1cccc(C(F)(F)F)c1)S(=O)(=O)c1ccc(Cl)c([N+](=O)[O-])c1)NCc1ccccc1
3	-12	1%	11%	CC(=O)OC1CC(C)(C)N(OC(=O)c2ccc(N)cc2)C(C)(C)C1
7	-3	3%	-5%	Cc1noc(C)c1CSc1ncnc2sc3c(c12)CCC3
x	-13	x	-1%	CC1CCCCC1NC(=O)/C(C#N)=C/c1ccccc1F (stereo not drawn)
-3	u	4%	-9%	Cc1ccc(C(=O)OCn2ncc(Cl)c(Cl)c2=O)cc1
9	-8	-1%	-15%	O=C(NCCc1c[nH]c2ccccc12)c1cc2sccc2n1Cc1ccccc1
-1	33	-3%	5%	CCOC(=O)/C(C#N)=C1/SC(CC)C(=O)N1c1ccc(C)cc1 (stereo not drawn)
-1	17	5%	1%	OC(c1cccnc1)c1cccs1 (stereo not drawn)
-3	-14	-5%	-1%	O=C(O)CCC(NC(=O)C(Cc1ccc2c(c1)OCO2)NC(=O)c1ccccc1)C(=O)O (stereo not drawn)
-6	3	x	-4%	COC(=O)c1[nH]c(C)c(/C(O)=C2\C(=O)C(=O)N(CCN(C)C)C2c2ccco2)c1C (stereo not drawn)
-4	-29	12%	-20%	C/C(=N\OCC(=O)N/N=C/c1ccc(C)cc1O)c1cccs1
16	18	13µM*	u	CC(=O)N1CCN(c2ccc(NCc3ccc4c(c3)OCO4)cc2)CC1
-6	u	-5%	6%	Cc1cc(C)cc(Nc2cnn(C34CC5CC(CC(CC(=O)O)(C5)C3)C4)c(=O)c2Cl)c1
u	-12	-9%	0%	Cc1ccc(-n2cc(C(=O)c3ccc(F)cc3)nn2)cc1Cl
3	-84*	x	2%	Cc1nn(Cc2ccc(Cl)cc2)c(C)c1NC(=O)c1ccc([N+](=O)[O-])cc1
-4	u	x	0%	COc1ccc(OCC(=O)OCC(=O)NCc2ccc(F)cc2)cc1
-11	u	3%	-4%	Cc1ccc(NC(=O)CO/N=C(\N)c2nonc2N)cc1
x	u	x	-3%	O=C(CSc1nc2ccccc2c(=O)n1-c1ccccc1Cl)Nc1cccc(S(=O)(=O)N2CCOCC2)c1
3	15	-1%	3%	O=C1CCCc2[nH]nc(-c3cccnc3)c21
u	x	-6%	-3%	N#C/C(=C\c1ccc(O)c(O)c1)C(N)=O
3	-29	-7%	-6%	C=CCNC(=O)c1oc2ccc(S(=O)(=O)N(CC)CC)cc2c1C
10	-26	-3%	8%	O=C(COC(=O)C1CCN(S(=O)(=O)c2cccc3cccnc23)CC1)c1ccc([N+](=O)[O-])cc1
x	-24	x	-10%	CCCCN(CCCC)C(=S)NC(=O)c1ccccc1Cl
1	-28	12%	-18%	Cc1ccc(C(=O)Nc2ncc(Cc3ccccc3)s2)o1
-2	u	10%	-5%	Cc1ccc(C(C)C)c(OCC(=O)Nn2c(C)nc3ccccc3c2=O)c1
x	-25	x	0%	COc1ccc([N+](=O)[O-])cc1N(CC(=O)NCCC1=CCCCC1)S(C)(=O)=O
x	29	x	-2%	CCOc1ccc(OCC)c(Nc2cc(C)nc3nc(C)nn23)c1
-8	-18	-5%	2%	O=C(CCC(=O)OCC(=O)c1ccc(-c2ccccc2)cc1)Nc1cccc2cccnc12
8	-26	6%[2.29 µM]	-5%	CCn1c(C)nc2cc(C(=O)OC(C(F)(F)C(F)F)C(F)(F)C(F)F)ccc21
-8	u	-3%	4%	CC1=CS(=O)(=O)CC1Sc1nc2ccccc2[nH]1 (stereo not drawn)
-5	-1	21%	-2%	COc1cc2c(cc1NC(=O)c1cccnc1)oc1ccccc12
x	-122*	x	-3%	O=C(CCl)Nc1ccc(N=Nc2ccccc2)cc1
7	0	x	-6%	Cc1ccc2nc3sc(C(=O)NCc4ccco4)c(N)c3cc2c1

Later entries.
IMPase cell inh	PNC assembly inh	ALOX15B inhib	ALOX12 inhib	canonical_smiles
-1	24	2%	-4%	O=C1C2C(C(=O)N1c1ccncc1)C1C=CC2C12CC2 (stereo not drawn)
x	x	9%	-1%	CNc1ccnc(-c2ccccc2CN(C)C)n1
-6	105	-9%	1%	CC(C)(C)c1ccc(/C=C/C(=O)N2CCc3ccccc3C2)cc1
-3	-8	-5%	-6%	COc1ccc(C(=O)CN2C(=O)NC(C)(c3ccc(C)cc3)C2=O)cc1OC (stereo not drawn)
-7	26	5%	0%	COC(=O)n1ccc(C(=O)Nc2ccccc2F)n1
-2	1	0%	4%	COC(=O)CN(c1ccccn1)S(=O)(=O)c1ccccc1
x	x	6%	0%	COC(=O)N1CCC2(CCCN(Cc3nccs3)C2)CC1
-17	26	6%[2.29 µM]	u	COc1cccc(N2CCN(CC(=O)c3c[nH]c4ccc(OC)cc34)CC2C)c1 (stereo not drawn)
-14	57	-16%	-5%	Cc1ccc(CNc2oc(-c3cccs3)nc2C#N)cc1
x	-17	x	1%	O=C(Nc1ccc(-c2nnc3n2CCCCC3)cc1)c1ccco1
-6	-13	-5%	5%	CCOc1cc(C(=O)NCc2nnc(SCC(=O)OC)n2C)cc(OCC)c1OCC
2	15	0%[2.29 µM]	-1%	O=C(Nc1ccc(SC(F)F)cc1)C1=COCCO1

Part of the list above, with each value named.
CC1=CS(=O)(=O)CC1Sc1nc2ccccc2[nH]1 (stereo not drawn)
  IMPase cell inh: -8; PNC assembly inh: u; ALOX15B inhib: -3%; ALOX12 inhib: 4%
COc1cc2c(cc1NC(=O)c1cccnc1)oc1ccccc12
  IMPase cell inh: -5; PNC assembly inh: -1; ALOX15B inhib: 21%; ALOX12 inhib: -2%
O=C(CCl)Nc1ccc(N=Nc2ccccc2)cc1
  IMPase cell inh: x; PNC assembly inh: -122*; ALOX15B inhib: x; ALOX12 inhib: -3%
Cc1ccc2nc3sc(C(=O)NCc4ccco4)c(N)c3cc2c1
  IMPase cell inh: 7; PNC assembly inh: 0; ALOX15B inhib: x; ALOX12 inhib: -6%

Other records.
IMPase cell inh	PNC assembly inh	ALOX15B inhib	ALOX12 inhib	canonical_smiles
x	52	x	-3%	CC(NC(=S)Nc1c(Br)cccc1OC(F)F)C(C)(C)C (stereo not drawn)
2	22	-19%	-5%	O=C(CSC1=NCCS1)Nc1nc2c(s1)CCCC2
5	29	x	2%	O=C(COC(=O)CSc1cc(Cl)ccc1Cl)Nc1ncc(C(F)(F)F)cc1Cl
9	u	4%	-3%	CCn1c(SCC(N)=O)nnc1-c1ccc(S(=O)(=O)N2CCN(C)CC2)cc1
x	25	x	-11%	Cc1ccc(S(=O)(=O)NCC(=O)N/N=C/c2ccc(Cl)cc2)cc1
4	10	-14%	-7%	CCCCCCNS(=O)(=O)c1ccc(Cl)s1
8	0	0%	-20%	Cc1ccnc(NC(=O)C2CCN(S(=O)(=O)c3cccc4nonc34)CC2)c1
13	9	-5%	1%	CCOc1ccc(OCC)c(NC(=O)CN2CCN(C(=O)c3ccco3)CC2)c1
x	-90*	x	0%	C[N+](C)(CC#Cc1ccccc1)CC(=O)c1ccc(Cl)cc1
3	10	3%	-12%	CCOC(=O)c1c(C)[nH]c(N=Nc2ccc(C)cc2)c1C
-4	-8	x	0%	CCOC(=O)c1c(C)c(C(=O)Nc2cc(F)ccc2F)c(C)n1C
-3	-17	1%	0%	COc1ccc(OC)c2[nH]c(=O)c(CCNC(=O)C(C)(C)C)cc12
-1	12	x	2%	COc1cc(/C=N/n2cnc3scc(-c4cccs4)c3c2=O)cc(OC)c1OC
5	96	-2%	2%	CCc1c(C(C)O)oc2ccc3c(C)cc(=O)oc3c12 (stereo not drawn)
x	60	x	0%	Cc1cc(-c2n[nH]c(=S)n2/N=C/C=C/c2ccccc2)n[nH]1
1	51	x	-1%	CC1=C(C(=O)N2CCOCC2)C(c2ccc(C)cc2)NC(=S)N1 (stereo not drawn)
13	35	u	-4%	CNc1cc(N2CCCCCC2)ccc1[N+](=O)[O-]
4	24	x	-6%	Cc1c(NC(=O)c2ncn[nH]2)cccc1-c1nc2ccccc2s1
-1	-9	-6%	0%	CC(C)c1nnc(NC(=O)CCN2C(=O)c3ccccc3C2=O)s1
1	-4	-2%	1%	CCc1nnc2sc(-c3ccc(NC(=O)c4ccco4)cc3)nn12
16	9	x	10%	COc1ccccc1N1CCN(c2cc(N3CCCC3)nc(C)n2)CC1
0	u	-9%	-14%	CCOc1ccc(CN(Cc2ccco2)C(c2cccs2)c2nnnn2C(C)(C)C)cc1 (stereo not drawn)

The list is partial, so the mix of outcomes need not match the whole.
